IMPase inh – membrane-permeable compound that blocks inositol monophosphatase. inhibition (IP1 accumulation), % at 46.1 µM. 120,000 tested, under 10 active. CHO-M1 cells, IP1 accumulation, HTRF TR-FRET ratio. P97697; active = well fitted curve in the direction sought with a large enough effect in the signal ratio, not every such curve was filed as active; inconclusive = small, poorly fitted or top-dose-only effect, or a change in a side signal; inactive = no such curve, though single readings can be large or run the other way; the % refers to the signal ratio;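 also: cells stimulated with carbachol in lithium chloride buffer; plate controls were DMSO basal wells for no effect and reference inhibitor wells for full effect; higher means more IMPase inhibition seen as more IP1 and lower FRET ratio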
Target sequence (P97697 whole entry, looked up): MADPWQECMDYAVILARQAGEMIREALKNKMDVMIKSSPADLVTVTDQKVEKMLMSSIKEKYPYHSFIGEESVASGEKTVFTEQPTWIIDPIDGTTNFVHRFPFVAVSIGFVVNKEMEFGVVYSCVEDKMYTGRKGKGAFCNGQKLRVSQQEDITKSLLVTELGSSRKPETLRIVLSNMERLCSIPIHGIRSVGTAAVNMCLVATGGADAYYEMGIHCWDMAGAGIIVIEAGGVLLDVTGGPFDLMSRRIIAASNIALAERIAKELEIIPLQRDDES
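Elevated IP1 in lysates lowers TR-FRET signal (665/620 ratio and 620 channel reported). Cells were CHO-M1, given carbachol (50 uM as added) plus 50mM LiCl, pH 7.4, 30 min, 37C; compounds titrated up to 46 uM; AC50 by Hill equation.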
ALOX12 inhib – 12-hLO (ALOX12) enzyme inhibition | Potency, µM (highest dose often 57.1 µM), for the others: at the top dose activity change, negative = inhibition, hits mostly inhibitors | P18054 | purified 12-hLO, xylenol orange hydroperoxide absorbance | actives 0.12% (n = 150,000) | AID 1452; also: potency is read from the fitted curve at half-maximal effect; nearly all actives have a fitted effect of over 55% in size; many of its hits are not listed in these tables
Target sequence (P18054 whole entry, looked up): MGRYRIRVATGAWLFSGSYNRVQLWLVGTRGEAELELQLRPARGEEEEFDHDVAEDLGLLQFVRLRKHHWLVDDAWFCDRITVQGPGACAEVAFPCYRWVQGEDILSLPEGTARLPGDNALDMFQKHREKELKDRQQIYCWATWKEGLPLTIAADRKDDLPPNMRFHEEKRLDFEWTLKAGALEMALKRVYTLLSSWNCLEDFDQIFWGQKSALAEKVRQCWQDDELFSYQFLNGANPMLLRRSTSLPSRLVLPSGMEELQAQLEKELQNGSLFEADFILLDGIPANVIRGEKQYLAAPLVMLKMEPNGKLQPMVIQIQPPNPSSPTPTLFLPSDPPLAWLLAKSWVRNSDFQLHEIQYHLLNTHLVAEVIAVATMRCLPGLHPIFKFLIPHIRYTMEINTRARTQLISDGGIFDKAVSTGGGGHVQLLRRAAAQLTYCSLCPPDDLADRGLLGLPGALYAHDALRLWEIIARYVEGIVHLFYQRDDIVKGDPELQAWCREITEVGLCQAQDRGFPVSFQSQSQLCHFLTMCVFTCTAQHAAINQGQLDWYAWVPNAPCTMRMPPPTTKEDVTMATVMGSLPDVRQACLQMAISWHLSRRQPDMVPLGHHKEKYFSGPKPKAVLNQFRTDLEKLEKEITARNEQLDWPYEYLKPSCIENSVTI
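150 nM 12hLO, 25 mM Hepes pH 7.0 + 0.01% Triton X-100; cpd preinc 15 min RT; 40 uM arachidonic acid, 30 min RT; Fe-XO 30 min; A573/A405 ratio as read-out.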
PNC inhibitor – blocks assembly of the perinucleolar compartment. AID 2417. PC3M PTB-GFP, PNC prevalence imaging, 16 h; hits give low values. actives 3.1% (n = 140,000). activity change (PNC), negative = inhibition, % at 10 µM;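 active = readout at or below -70, meaning at least 70% loss of cells showing the perinucleolar compartment, a nuclear body marking cancer cells; inconclusive = readout between -30 and a set limit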;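 also: plate controls were DMSO wells for no effect and camptothecin positive control wells for full effect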
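PC3M cells stably expressing PTB-GFP, 750–1000 cells/well, treated 16 h at 37 °C with compound (23 nl of library stock), in duplicate. After paraformaldehyde fixation and Hoechst stain, imaged at 20x; PNC prevalence scored by image analysis.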
15-hLO-2 inh – blocks human 15-lipoxygenase 2 activity; O15296; purified 15hLO-2, xylenol orange hydroperoxide absorbance; Potency, µM (highest dose often 57.1 µM), without a hit: at the top dose activity change, negative = inhibition, hits mostly inhibitors; actives 0.56% (n = 110,000); AID 881; also: potency is read from the fitted curve at half-maximal effect; nearly all actives have a fitted effect of over 60% in size; many of its hits are not listed in these tables
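Purified human 15hLO-2 (50 nM) preincubated 15 min with compound, then 45 uM arachidonic acid for 90 min at RT in 25 mM Hepes pH 7.5, 0.01% Triton X-100. Hydroperoxide detected by Fe-xylenol orange; 573/405 nm absorbance ratio.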
* marks the source's active call; other numbers are inactive results; ? = inconclusive; / = no result given; [ ] = another dose, or the depositor's remark. Unless noted, calls follow the shape of the dose curve; as a rule, active = well fitted curve in the direction sought with a large enough effect; inconclusive = small, poorly fitted or top-dose-only effect, or another doubt; inactive = no such curve, though single readings can be large; an effect the other way counts as inactive or inconclusive. Unless noted, % is scaled to controls: 0 for no effect and ±100 for the full control effect.

SMILES | IMPase inh | ALOX12 inhib | PNC inhibitor | 15-hLO-2 inh
C=CCN1N=C(c2ccc(Cl)s2)CSC1=O | -3.6 | -12.9% | 0.6 | -0.6%
COc1ccc(CC(=O)Nc2cccc(S(=O)(=O)N3CCCCCC3)c2)cc1OC | / | -2.8% | ? | /
Cc1ccc(-c2nnc3c4ccccc4c(C)nn23)cc1NC(=O)CN1CCOCC1 | 8.8 | -1.7% | -10.6 | 1.3%
CCc1cc2c(NCCN3CCCCC3)ncnc2s1 | 15.7 | 8.2% | 3.7 | 26.0%
Nc1nonc1-n1nncc1-c1ccccc1 | 1.1 | -1.5% | 23.5 | -1.3%
COc1cccc(-n2c(SCC(N)=O)nnc2-c2ccncc2)c1 | 5.2[1.84 µM] | -3.3% | ? | 8.1%[11.4 µM]
O=C(CCN1CCc2ccccc2C1)Nc1ccc(F)cc1 | 2.7 | 0.4% | 11.4 | 6.8%
COc1ccc(-c2noc(CCC(=O)N3CCN(Cc4ccccc4)CC3)n2)cc1 | 2.6 | 0.7% | -11.6 | 6.0%
CCC(C)(C)c1ccc(OCCN2C(=O)NC(C)(C)C2=O)cc1 | 1.2 | 6.1% | 58.8 | 0.5%
Cc1ccccc1CSCC(=O)NC1CCCC1 | 2.3 | -3.1% | -28.5 | -9.4%
CCOc1ccc(N2C(=O)CSC2c2ccncc2)cc1 (stereo not drawn) | -3.8 | -3.0% | -100.0* | /
CCc1cc(-c2n[nH]c(=S)n2CC)cs1 | / | -5.6% | -9.1 | /
CCOC(=O)c1ccc(NC(=O)CN(c2ccc(C)cc2)S(=O)(=O)c2c(C)nn(C)c2C)cc1 | -0.6 | -14.1% | ? | 2.8%
C=C(C)COc1ccc(-c2n[nH]c(C)c2-c2ccc(Br)cc2)c(O)c1 | 15.5 | -23.9% | ? | /
Cc1cc2cc(CNC(=O)c3ccc(C)c([N+](=O)[O-])c3)ccc2[nH]1 | / | -6.4% | 64.8 | /
COc1ccc(/C=C/c2nc(-c3ccccc3O)n[nH]2)cc1OC | 2.7 | -16.0% | 34.3 | /
CC(C)CCn1nc(C(=O)Nc2nc3c(s2)CCCC3)c2ccccc2c1=O | / | -1.5% | 48.0 | /
CCOc1ccc(NC(=S)NC(=O)c2c(Cl)cnn2CC)c([N+](=O)[O-])c1 | / | -0.1% | 16.5 | /
COc1ccc2nc(/N=C(\N)NC(=O)Nc3ccccc3)nc(C)c2c1 | / | -4.5% | ? | /
Clc1ccc(CON/C=N/c2ncnc3sccc23)cc1 | 8.2 | -4.7% | 12.3 | 3.6%
COCCCNC(=O)CC(NS(=O)(=O)c1ccc(Cl)cc1)c1ccco1 (stereo not drawn) | -4.1 | -2.9% | -20.4 | -3.6%
Oc1ccccc1/C=N/NC1=NCCCCC1 | 9.3 | -8.0% | -18.6 | 4.3%
CCOC(=O)CC(NC(=O)C1c2ccccc2Oc2ccccc21)c1ccc(C)cc1 (stereo not drawn) | 4.4 | 2.5% | -19.2 | /
Cc1nn(C)c(C)c1N1C(=O)c2cccc3c(N)ccc(c23)C1=O | / | -4.3% | 37.1 | /
Cc1ccc(C)c(NS(=O)(=O)c2ccc(OCC(=O)NCc3cccnc3)cc2)c1 | -1.2 | -5.5% | ? | /
SMILES | IMPase inh | ALOX12 inhib | PNC inhibitor | 15-hLO-2 inh
O=C(CN(Cc1ccccc1F)C(=O)c1ccco1)NCc1ccc(F)cc1 | 6.2 | 0.6% | 4.0 | 7.0%
CCc1cc(=O)oc2cc(OC(C)C(=O)O)c(Cl)cc12 (stereo not drawn) | -5.7 | 0.1% | 19.7 | 2.3%
CCSc1oc(-c2ccco2)nc1S(=O)(=O)c1ccccc1 | -5.3 | -5.1% | 2.9 | /
C=CCn1c(CC#N)nnc1N1CCOCC1 | 3.1 | -4.6% | -103.4* | -8.2%
CCOc1ccccc1N(CC(=O)N1CCOCC1)S(=O)(=O)c1ccc(SC)cc1 | 0.6 | -2.0% | -8.4 | 1.6%[2.29 µM]
O=C(Nc1ccc(SC(F)F)cc1)c1cccc2nc3ccccc3nc12 | -0.4 | -7.8% | 7.5 | -3.6%
O=C(CN1CCOCC1)N1CCN(S(=O)(=O)c2ccccc2)C1c1ccccc1 (stereo not drawn) | -10.6 | -3.9% | 36.9 | 8.8%
CN1C(C(=O)Nc2ccccn2)=C(O)c2ccccc2S1(=O)=O | 1.1 | -5.4% | 25.6 | -3.9%
CC(=O)OCc1cc2cc(C)ccc2[nH]c1=O | -11.0 | -1.2% | ? | -3.9%
Cn1c(=N)n(CC(O)c2cccc3ccccc23)c2ccccc21 (stereo not drawn) | 5.9 | 5.9% | 18.4 | 35.2%[activator]
CCn1nnnc1SCC(=O)N(C1CCCCC1)C1CCCCC1 | ? | -3.7% | ? | 5.2%
C=CCSc1nc2c(c(=O)n(C)c(=O)n2C)n1CC | 14.2 | -1.2% | 21.7 | -3.0%
N#Cc1ccc(N2Cc3ccccc3C2=NC(=O)c2cccnc2Cl)cc1 | / | -3.4% | 3.1 | /
COc1ccc(CNCCC(c2ccc(OC(C)C)cc2)C(C)C)cc1OC (stereo not drawn) | 15.5 | -6.1% | ? | 54.1%[activator]
O=C1CCCC2=C1C(c1cccs1)n1nc(SCc3ccccc3F)nc1N2 (stereo not drawn) | / | -5.3% | ? | /
CCS(=O)(=O)N1CCC(C(=O)NCCc2ccc(OC)c(OC)c2)CC1 | 1.4 | -5.9% | -22.5 | -4.4%
OC(CCN1CCOCC1)(c1ccc(Cl)cc1)C1CCCCC1 (stereo not drawn) | 21.2 | -2.2% | -9.2 | 7.7%
CCCc1nc2n[nH]c(N)c2c2c1CCC2 | -10.3 | -5.3% | ? | -2.1%
CCCCCC(=O)Nc1ccc2oc(-c3ccncc3)nc2c1 | -2.1 | -10.7% | -14.1 | 7.9%
CC(=O)NCCc1nc2ccccc2[nH]1 | -16.5 | 0.5% | 8.0 | /
O=C(Cn1cnc2c(nnn2Cc2ccccc2F)c1=O)N1CCN(c2ccccc2)CC1 | 7.5 | 7.6% | -82.7* | /
CC1CCCCC1NC(=O)COC(=O)c1ccccn1 (stereo not drawn) | -2.6 | -1.1% | -5.5 | 1.5%
Cc1ccc(OCCNC(=O)C2CC(=O)N(c3ccc(C)cc3)C2)cc1 (stereo not drawn) | -6.2 | -1.9% | 13.9 | 0.9%
COc1ccc(CNc2nc(NCc3ccc(OC)cc3)n(S(C)(=O)=O)n2)cc1 | 6.8 | 3.2% | ? | 2.3%
COCC(=O)Nc1c(C(=O)Nc2ccccc2OC)oc2ccccc12 | 6.5 | 1.5% | 29.0 | -7.4%

Grouped by structure, those above containing a furan ring, fused or not
SMILES | IMPase inh | ALOX12 inhib | PNC inhibitor | 15-hLO-2 inh
COCCCNC(=O)CC(NS(=O)(=O)c1ccc(Cl)cc1)c1ccco1 (stereo not drawn) | -4.1 | -2.9% | -20.4 | -3.6%
O=C(CN(Cc1ccccc1F)C(=O)c1ccco1)NCc1ccc(F)cc1 | 6.2 | 0.6% | 4.0 | 7.0%
CCSc1oc(-c2ccco2)nc1S(=O)(=O)c1ccccc1 | -5.3 | -5.1% | 2.9 | /
COCC(=O)Nc1c(C(=O)Nc2ccccc2OC)oc2ccccc12 | 6.5 | 1.5% | 29.0 | -7.4%

The list continues:
SMILES | IMPase inh | ALOX12 inhib | PNC inhibitor | 15-hLO-2 inh
C=CCn1c(=O)c2ccccc2n2c(SCC(=O)/C(C#N)=C(\C)N)nnc12 | 4.2 | -0.1% | -15.1 | 2.6%
CCC(=O)Nc1ccc(NC(=O)c2ccco2)cc1 | 24.7 | -1.5% | -2.7 | 6.2%
Cn1c(CCNC(=O)c2ccco2)nc2cc(NC(=O)C3CCCCC3)ccc21 | 6.9 | -2.1% | -113.8* | /
CC1CCc2c(nc3ncnn3c2N2CC(C)OC(C)C2)C1 (stereo not drawn) | -4.9 | -2.3% | 33.8 | -3.3%
CC1(C)CC(=O)C(C=Nc2ccccc2)=C(O)C1 | -2.3 | -2.8% | -19.4 | -3.8%
CCCc1nnc(NC(=O)c2cc3ccccc3oc2=O)s1 | 7.9 | 7.6% | 3.5 | -4.7%
Cc1ccc(CSc2nnc(NC(=O)C3COc4ccccc4O3)s2)cc1 (stereo not drawn) | 2.0 | -4.6% | -20.6 | 26.3%
Cc1ccc(N=Nc2c(N)nn(-c3ccccc3)c2N)cc1 | / | -8.0% | ? | /
O=C(CC1(C(F)(F)F)OCCO1)Nc1ccc2c(c1)OCO2 | -2.2 | -0.8% | -1.4 | -5.4%
CCOC(=O)C1=C(C)NC2=C(C(=O)CCC2)C1c1ccc(O)c(OCC)c1 (stereo not drawn) | / | 1.8% | 36.2 | /
Cc1ccc2nc(N/N=C/c3ccccc3C#N)nc(-c3ccccc3)c2c1 | 0.8 | -2.8% | 1.8 | 31.8%[activator]
CCSc1nnc(Nc2ccccc2)s1 | 9.7 | 2.4% | -3.0 | -4.8%
COc1ccc2c(c1)C(SCC(=O)NCCc1ccccc1)CC(C)(C)O2 (stereo not drawn) | / | -0.1% | ? | /
CCOc1ccccc1CNc1ccc(N2CCOCC2)c(C(=O)O)c1 | 15.7 | -6.7% | ? | -7.6%
Cc1cc2c(cc(C(=O)OC(C(=O)NCc3ccco3)C(C)C)n2C)o1 (stereo not drawn) | 5.6 | -18.3% | -26.0 | -16.7%
CC(=O)N1CCN(c2ccccc2NC(=O)COc2ccc(Cl)cc2Cl)CC1 | 2.3 | -12.9% | 31.2 | -8.1%
Cn1c(=O)c(C(=O)Nc2cnccn2)c(O)c2ccccc21 | -5.5 | -5.7% | -7.7 | -3.1%
Cc1ccc2c(CC(=O)OCc3cc(=O)n4c(n3)sc3ccccc34)coc2c1 | 3.8 | 1.5% | 86.6 | -22.8%
Oc1ccccc1C1=Nc2ccccc2N=C(c2ccco2)C1 | 9.6 | 0.5% | -10.9 | -3.4%
COC(=O)c1[nH]c2ccccc2c1NC(=O)CN1CCN(c2cccc(OC)c2)C(C)C1 (stereo not drawn) | 16.0 | -11.6% | ? | 11.8%
CCSc1nc(C)cc(Oc2ccc(=O)n(C)n2)n1 | 6.5 | 1.3% | -17.1 | 8.8%
CCn1c(SCC(=O)Nc2cc(C)ccc2C)nc2c(c1=O)SC(C)C2 (stereo not drawn) | 10.9 | -0.6% | ? | -3.8%
O=C(NC1=NCCS1)C1Cc2ccccc2CN1C(=O)c1ccccc1 (stereo not drawn) | -9.2 | 0.9% | -8.7 | 1.8%
Cc1cc(NS(=O)(=O)c2ccc(NC(=S)NC(=O)c3ccc(Br)cc3)cc2)no1 | / | ? | ? | /
CCOc1ccc(NC(=O)CCNS(=O)(=O)c2ccc3c(c2)CCC(=O)N3)cc1 | / | 0.0% | 10.4 | /
SMILES | IMPase inh | ALOX12 inhib | PNC inhibitor | 15-hLO-2 inh
CN(C)CC(=O)c1c[nH]c2ccccc12 | -3.4 | 5.1% | -8.9 | 1.6%
O=C(N/N=C/c1cc(Cl)cc([N+](=O)[O-])c1O)NC12CC3CC(CC(C3)C1)C2 | / | -3.0% | -19.2 | /
CCN(CC)C(=O)CSc1nc2cccnc2n1-c1ccccc1OC | -2.6 | -0.3% | -0.7 | -2.7%
O=C(Nc1cccc(C(F)(F)F)c1)/C(=C/c1ccco1)NC(=O)c1cccs1 | 1.0 | -10.4% | 59.0 | -1.6%
COc1cc(NC(=O)Nc2ccccc2OC)c(OC)cc1NC(=O)CN1CCCCC1 | 6.6 | -2.4% | 84.8 | 6.1%
O=C(Nc1ccc2[nH]c(=S)sc2c1)c1ccccc1 | / | -3.9% | 1.1 | /
COC(=O)c1nc2n(n1)C(c1cccc(Cl)c1)C1=C(CCCC1=O)N2 (stereo not drawn) | 9.2 | -1.8% | 9.4 | 7.3%
CCc1nc(Sc2nc(C)cc(C)n2)c2oc3ccccc3c2n1 | 10.1 | -3.7% | -26.3 | 7.2%
Cc1nc(N2CCCC2)c2ccsc2n1 | 14.7 | -2.5% | 18.5 | 4.2%
Cc1cc2c(cc1C)C(=O)NC(C)(C)C2 | ? | 0.4% | 18.1 | -1.2%

Assay outcomes from PubChem BioAssay.
